Source: PubChem
12-LOX inh = Primary qHTS assay for inhibitors of human arachidonate 12S-lipoxygenase (ALOX12): Round 2; Polyunsaturated fatty acid lipoxygenase ALOX12 (Homo sapiens), P18054; purified 12hLO, xylenol orange hydroperoxide absorbance; Potency, µM (doses to about 108 µM), without a hit: top-dose activity change, negative = inhibition, usual class: inhibitors; 580,000 tested, 1.1% active; AID 1671190, 2021; active means well fitted inhibition curve with a large enough effect; inconclusive means small, poorly fitted or top-dose-only effect, or another doubt; inactive means no such curve, though single readings can be large or run the other way
Target sequence (P18054 whole entry, looked up): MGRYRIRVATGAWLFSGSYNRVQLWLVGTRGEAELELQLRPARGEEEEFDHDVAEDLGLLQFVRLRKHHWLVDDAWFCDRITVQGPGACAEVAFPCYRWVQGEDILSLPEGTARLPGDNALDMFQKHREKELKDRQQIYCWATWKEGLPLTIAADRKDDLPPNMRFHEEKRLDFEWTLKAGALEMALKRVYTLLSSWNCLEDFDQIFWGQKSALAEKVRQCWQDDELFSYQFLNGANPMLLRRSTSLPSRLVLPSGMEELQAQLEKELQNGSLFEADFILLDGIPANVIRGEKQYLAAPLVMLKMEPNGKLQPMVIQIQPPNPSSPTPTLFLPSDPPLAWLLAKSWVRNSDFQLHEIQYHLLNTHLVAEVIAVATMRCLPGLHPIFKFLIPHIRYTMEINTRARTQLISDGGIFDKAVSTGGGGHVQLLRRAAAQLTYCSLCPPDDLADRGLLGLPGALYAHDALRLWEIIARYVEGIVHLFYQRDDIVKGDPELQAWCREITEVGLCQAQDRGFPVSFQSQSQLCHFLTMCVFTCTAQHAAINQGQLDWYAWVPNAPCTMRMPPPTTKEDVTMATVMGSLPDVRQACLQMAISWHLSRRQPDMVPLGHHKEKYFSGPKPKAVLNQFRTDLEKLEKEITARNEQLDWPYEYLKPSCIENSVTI
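Hydroperoxide product was detected by ferrous iron/xylenol orange as the 573 to 405 nm absorbance ratio. Arachidonic acid at 40 uM (final) was turned over for 30 min at room temperature by 150 nM human 12hLO, pH 7.0 Hepes buffer, after 15 min compound preincubation.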
* marks the source's active call; other numbers are inactive results; ? = inconclusive; [ ] = another dose, or the depositor's remark. On the % scale 0 is the no-effect control and ±100 the full control effect; potency means the concentration at half of the fitted maximal effect. Some of the compounds tested; the hit share may differ from the screen's.

SMILES | 12-LOX inh
Cc1sc2ccn(CC(C)C)c(=O)c2c1C(=O)NCc1cc(F)cc(F)c1 | 5%
COC1CCC12CCN(Cc1ccc(C)o1)CC2 (centres undefined) | 3%
Cc1ccc(-c2cc(N3CCCN(C(=O)C(C)Oc4ccccc4)CC3)n[nH]2)cc1C (centres undefined) | 42%[activator]
CCNC(=O)[C@@H]1C[C@H](NC(=O)CCc2ccccc2)CN1Cc1cnc[nH]1 | 103%[activator]
CCc1cccc(NC(=O)Cn2c(C)cc3nc4n(c(=O)c32)CCCCC4)c1 | ?
CCN1CCCC2(CCN(C(=O)Cn3ccccc3=O)C2)C1=O (centres undefined) | -29%
CCOC(=O)Cn1cc(CN2CCS(=O)(=O)N(Cc3ccc(Cl)cc3)C(C(=O)OC)C2)nn1 (centres undefined) | ?
O=C([C@@H]1C[C@H](F)CN1C(=O)NCc1cccc(F)c1)N1CCc2ccccc2C1 | -2%
COCCN1C(=O)CO[C@H]2CN(Cc3ccccc3)C[C@H]21 | -19%[176 µM]
Cc1ccn2c(C(=O)N[C@H]3CCOC[C@H]3C3CCOCC3)nnc2n1 | 49%[activator]
COCCNC(=O)N1CCN(c2cnccn2)CC(C(=O)O)C1 (centres undefined) | -11%
COc1ccccc1N1CCN(C(=O)C[C@@H]2O[C@H](CNC(=O)c3ccccc3)[C@@H](O)[C@H]2O)CC1 | -14%

A stretch taken from the entries so far:
SMILES | 12-LOX inh
COC1CCC12CCN(Cc1ccc(C)o1)CC2 (centres undefined) | 3%
Cc1ccc(-c2cc(N3CCCN(C(=O)C(C)Oc4ccccc4)CC3)n[nH]2)cc1C (centres undefined) | 42%[activator]
CCNC(=O)[C@@H]1C[C@H](NC(=O)CCc2ccccc2)CN1Cc1cnc[nH]1 | 103%[activator]
CCc1cccc(NC(=O)Cn2c(C)cc3nc4n(c(=O)c32)CCCCC4)c1 | ?
CCN1CCCC2(CCN(C(=O)Cn3ccccc3=O)C2)C1=O (centres undefined) | -29%

Part of the list above, as tab-separated lines:
canonical_smiles	12-LOX inh
O=C([C@@H]1C[C@H](F)CN1C(=O)NCc1cccc(F)c1)N1CCc2ccccc2C1	-2%
COCCN1C(=O)CO[C@H]2CN(Cc3ccccc3)C[C@H]21	-19%[176 µM]
Cc1ccn2c(C(=O)N[C@H]3CCOC[C@H]3C3CCOCC3)nnc2n1	49%[activator]
COCCNC(=O)N1CCN(c2cnccn2)CC(C(=O)O)C1 (centres undefined)	-11%
COc1ccccc1N1CCN(C(=O)C[C@@H]2O[C@H](CNC(=O)c3ccccc3)[C@@H](O)[C@H]2O)CC1	-14%

Continuation.
SMILES | 12-LOX inh
CN(C)C[C@@H]1CN(C)C[C@H]1NC(=O)c1ccc(C(F)(F)F)cc1 | 32%[activator]
COc1ccc(CCNC(=O)c2cccnc2N2CC3CC(C2)[C@H]2CCCC(=O)N2C3)cc1OC (some centres undefined) | 36%[activator]
Cc1noc2c(-c3cn[nH]c3)cc(-c3cccc(C(F)(F)F)c3)nc12 | 8%[176 µM]
COc1cccc(CNC(=O)N(C)C2CCc3nnc(C)n3CC2)c1 (centres undefined) | 37%[activator]
CC(C)c1cc(C(=O)N2CCC(n3cc(-c4ccccn4)nn3)CC2)n(C)n1 | 4%
c1ccc(-c2nc(C3CCNC3)no2)cc1 (centres undefined) | 52%[activator]
O=C1CCCCC(Cc2cccnc2)(C(=O)NCCc2c[nH]c3ccccc23)N1 (centres undefined) | 22%
COC(=O)C1=C(C)N(C)C(=NCc2cccc(C(F)(F)F)c2)NC1c1ccccc1C(F)(F)F (centres undefined) | ?
O=C(c1ccncc1)N1CCC2(CCC(CNC(=O)C3(N4CCOCC4)CCCCC3)O2)CC1 (centres undefined) | -1%
COc1ccc(Cn2c3c(c(=O)n2Cc2ccccc2)CCN(C(=O)c2nc4ccccc4[nH]2)C3)cc1 | -19%
NC(=O)[C@@H]1CN(C(=O)c2ccoc2)C[C@H]1COc1ccccc1 | 2%
CCn1nc(C)c(CN2CCC3(CCC(CNC(=O)c4ccccc4)O3)CC2)c1C (centres undefined) | 20%
COCCN(CC1CCN(Cc2ccccc2F)CC1)C(=O)c1ccc(OC)cc1OC | 13%
Fc1ccc(NC(=S)N[C@H]2CO[C@H]3[C@@H]2OC[C@@H]3n2nnnc2Oc2ccc3c(c2)OCO3)cc1 | 9%
CCS(=O)(=O)N1CC2(C1)CN(S(=O)(=O)c1cccc(OC)c1)[C@@H](CO)c1[nH]c3cc(OC)ccc3c12 | ?
Fc1ccc(CN2Cc3[nH]cnc3C[C@H]2c2nc(-c3ccccc3)no2)cc1 | 39%[activator][176 µM]
Cc1ccc(C(=O)NCc2nnc3cc(-c4nc(C5CC5)no4)ccn23)cc1C | 26%
COc1ccc(-c2cc3nc4c(c(=O)n3[nH]2)CN(C(=O)CC(C)C)CC4)cc1 | 14%
O=C(Cc1ccsc1)N1CCC2(CC1)CC(N1CCCCC1)CCO2 (centres undefined) | 16%
CNC(=O)Cn1nc(C2CCN(C(=O)Cc3ccsc3)CC2)c2c1CCOC2 | 44%[activator]
Cc1nnc(C2CCCCCN2S(=O)(=O)c2cccnc2)o1 (centres undefined) | 36%
CN(C)c1ccc(C(=O)N2CCN3C(=O)N(Cc4ccccc4)C(=O)[C@H]3C2)cc1 | 1%[176 µM]
O=C(C1CC1)N1CCC(O)(c2csc(CN3CCOCC3)n2)CC1 | 74%[activator][176 µM]
CS(=O)(=O)N1CCOc2ccc(CCC(=O)O)cc2C1 | 3%
COc1ccc(-c2cc3c(=O)n(CCNC(=O)c4ccc(C#N)cc4)ccn3n2)cc1 | 4%
c1cncc(-c2ccnc(NCCCN3CCCc4ccccc43)n2)c1 | 41%[activator]
Cc1ccc(NC(=O)CC2CCCN(c3cn[nH]c(=O)c3)C2)cc1C (centres undefined) | 5%
COc1cccc(C(=O)N2CCC(N3C[C@H](O)C[C@H]3C(=O)N3CC=C(c4ccccc4)CC3)CC2)c1 | 45%
CCCS(=O)(=O)NCc1c(C)ncc2c1CCN(C(=O)c1ccc(F)c(F)c1)C2 | -1%
CCOC(=O)C1CCN(C(=O)C2COC3(CCC(C)CC3)N2C(=O)c2cccc(C)c2)CC1 (centres undefined) | 41%[activator]
Cc1ccsc1C(=O)Nc1cccc(-c2nnc3n2CCCC3)c1 | 4%
CN(C)c1nccnc1OC1CCN(C(=O)c2ccncc2)C1 (centres undefined) | 33%
COc1cccn(CC(=O)N2CCN(c3ccccc3C#N)CC2)c1=O | 40%[activator]
O=C1NC(C(=O)NCc2cccc(C(F)(F)F)c2)Cn2cccc21 (centres undefined) | 20%
Cc1cccc(-c2cccc(CCOc3cnc4c(ccn4CC(=O)O)c3)c2)c1 | -8%[176 µM]
O=C(CCC[C@@H]1[C@H]2CCCN3CCC[C@@H](CN1C(=O)Nc1ccccc1)[C@@H]23)Nc1ccccc1 | -5%
Cc1noc(-c2cn(C3CCCN(C(=O)c4ccccc4)C3)nn2)n1 (centres undefined) | 10%
COc1cc(Cl)ccc1C(=O)NC1CCN(c2cc(C(F)(F)F)nc(C)n2)CC1 | 26%
Cc1noc(C)c1-c1cnc(Nc2ccccc2)c2c1CCO2 | 6%[176 µM]
CN1C(=O)[C@@H]2C[C@@H](O)CN2C2(CN(C3CCC(F)(F)CC3)C2)C1=O | 17%[176 µM]
COCCN1CC(CO)C2(CCN(C(=O)c3ccc(C(C)C)cc3)CC2)C1 (centres undefined) | ?
Cn1nnnc1C1CCCN(C(=O)c2cccc3[nH]ccc23)C1 (centres undefined) | 28%
COCCn1ncc(N2CCC(NC(=O)c3cc(C)ccc3C)CC2)cc1=O | 3%
CCN(CC)Cc1cnc2c(C(=O)Nc3cccc(OC)c3)cnn2c1 | 39%[activator]
O=C(C1CC1)N1CCCN(CCc2ccccc2)c2ccccc21 | ?
O=C1NC2(CCN(Cc3ccccc3C(F)(F)F)C2)OCc2ccccc21 (centres undefined) | 41%[activator]
C=CCNC(=S)N1C[C@H]2CON(C)[C@H]2C[C@H]1c1ccccc1Br | 1%
COC[C@@H]1CN(C(=O)c2cccc(C#N)c2)C[C@H]1c1ccccn1 | 16%
CC1CCN(C(=O)c2cc3c(s2)CCN(C(=O)c2ccc(Cl)cc2)C3)CC1 | -4%
Cc1oc(-c2cccc(NC(=O)C3CCCN(C)C3)c2)nc1CNC(=O)c1coc2c1C(=O)CCC2 (centres undefined) | -7%
Cc1cnc(-c2ccccc2)n1CC1CCN(S(=O)(=O)Cc2ccccc2F)CC1 | 64%[activator]
Cc1ccccc1CN1Cc2nc(-c3cncnc3)ccc2OCC1=O | -29%[176 µM]
Cc1ccc(CNC[C@H]2Cn3ccnc3CO2)cc1 | 39%[activator][176 µM]
Cc1ccc(OCC(=O)c2ccc3c(c2)N(CCCC(=O)NCC2CC2)C(=O)CO3)cc1C | -15%
C=CCOC(=O)C1=CN(Cc2ccccc2)S(=O)(=O)N=C1C | 12%
COCCn1cc(CN2CCN(Cc3cccc(F)c3)CC2)ccc1=O | 54%
Cc1nn(C)c2ncnc(NCc3nn[nH]n3)c12 | ?
COc1ccc(O)c(CN2CCCC(Nc3ccc(F)cc3)C2)c1 (centres undefined) | ?
O=C(NC1CC1)C1CN(c2cccc(Cl)c2)C(=O)N1 (centres undefined) | 42%[activator][176 µM]
Fc1ccc2nc(-c3ccc(CN4CCC5(CC4)CNc4ccccc45)cc3)c(-c3ccccc3)nc2c1 | ?

2 entries from above, as labelled records.
SMILES: Cc1cnc(-c2ccccc2)n1CC1CCN(S(=O)(=O)Cc2ccccc2F)CC1
  12-LOX inh = 64%[activator]
SMILES: Cc1nn(C)c2ncnc(NCc3nn[nH]n3)c12
  12-LOX inh = ?

Later entries:
SMILES | 12-LOX inh
COCCn1ncc(N2CCC(NC(=O)C(C)c3ccccc3)CC2)cc1=O (centres undefined) | 3%
Cc1ccc(SCc2ccc(-c3nc(C4CCOC4)no3)o2)cc1 (centres undefined) | ?
O=C1CC(c2ccccc2)N(C(=O)C2CCCC2)CCCCCCN1 (centres undefined) | 32%[activator]
COc1ccc(-c2ccnc3nc(Cc4ccc(F)cc4)nn23)c(F)c1 | -17%
CC(C(=O)NCc1ccc(OC(F)(F)F)cc1)C1CCOCC1 (centres undefined) | ?
CN1CCCCCCN(C(=O)Cc2c[nH]c3ccccc23)[C@H]2CCC[C@H]2C1=O | 31%[activator]
COc1ccc(C(=O)N2CCOCC3(CN(Cc4cc(F)cc(F)c4)C3)C2)cc1 | 10%[176 µM]
COc1cccc(CNC(=O)[C@@H]2C[C@@H](O)CN2C2CCN(C(=O)c3cccc(C)c3)CC2)c1 | 37%[activator]
O[C@H]1CC[C@@H](Cc2cc(-c3ccc(F)cc3)on2)O[C@@H]1CNCc1ccncc1 | 37%[activator][176 µM]
Cn1cc(-c2cnc3[nH]cc(CC(=O)Nc4cccc(F)c4)c3c2)cn1 | 9%[176 µM]
COC(=O)C1=C(C)N(Cc2ccccc2C(F)(F)F)C(=NCc2ccc(OC)cc2)NC1c1ccc(Cl)cc1 (centres undefined) | ?
O=C(NCCc1ccc(Cl)cc1)C1CCCN1c1nc2ncccc2o1 (centres undefined) | 1%
CC(C)(O)CCc1cccc(C(=O)N(Cc2ccc3c(c2)OCO3)C2CC2)c1 | 1%
CC(C)NC(=O)N[C@H]1CCN2C(=O)c3cc(Br)ccc3NC(=O)[C@@H]2C1 | ?
CN1CC(=O)N(C2CCCC2)Cc2c(NCC3CC3)ncnc21 | -1%[6.33 µM]
COCCN1CCOc2nc(-c3ccc(Oc4ccccc4)cc3)ncc2C1=O | -27%[176 µM]
O=C1NC2(CCCN([S+](=O)([O-])c3cccs3)C2)Oc2ccccc21 (centres undefined) | ?
COCCNC(=O)CC[C@]12CC[C@](C)(O)C[C@H]1C(C)(C)C[C@@H]2NC(=O)Cc1cccs1 | 26%
COc1ccc(NC(=O)Cn2nc3n(c2=O)CCCC3)c(OC)c1 | 49%[activator]
O=C(NC1CC1)c1ccccc1OC1CN(Cc2ccncc2)C1 | 19%
CN(C)C(=O)c1cccnc1OC1CCN(C(=O)c2ccncc2)CC1 | 3%
Cc1cc(=O)n(CC(=O)Nc2ccccc2)c(N2CCc3ccccc3C2)n1 | -4%
COc1cc2c(cc1OC)CN(C(=O)[C@@H]1C[C@H](NCc3cn(C)c4ccccc34)CN1C1Cc3ccccc3C1)CC2 | 4%
CN(C(=O)[C@@H](Cc1ccccc1)NC(=O)[C@H]1O[C@@H](n2ccc(=O)[nH]c2=O)[C@H](O)[C@@H]1O)C1CCCCC1 | 10%
CCC(=O)N1CC2(C1)CN(C(=O)c1ccccn1)[C@H](CO)c1c2c2ccc(OC)cc2n1C | ?
COc1ccccc1-c1nc(C(=O)NC2CC2)n2ccccc12 | 61%[activator][176 µM]
O=C1NCC2(CCN(c3nccc(CCC(F)(F)F)n3)CC2)O1 | 17%
COc1ccc(CC(=O)N2CCC(Oc3ccc(C(=O)N(C)C)cn3)CC2)cc1Cl | 3%
COc1ccc(-c2noc(-c3cccn3CC(=O)Nc3cc(C)ccc3OC)n2)cc1F | ?
c1ccc(-c2nc3ccncc3[nH]2)cc1 | 71%[activator][176 µM]
COCC1CN(S(=O)(=O)Cc2ccccc2)CC12CCNCC2 (centres undefined) | 44%[activator]
COc1ccc(CNC(=O)c2cc3n(n2)CC(c2ccc4c(c2)OCO4)OC3)cc1OC (centres undefined) | 1%
CCOC(=O)CC1NCCNC1=O (centres undefined) | 11%
COC(=O)[C@@H]1Cc2ncn(Cc3ccc(OC)cc3)c2CN1S(=O)(=O)c1ccccc1 | 44%[activator]
O=C(CC1CCCCC1)N1CCC2(CC1)NC(=O)N(c1ccc(F)cc1)N2 | ?
COCc1cc(C[C@@H]2C[C@H](NC3CCC3)C2(C)C)no1 | 42%[activator][176 µM]
O=C(NC1CCN(c2cc(-c3ccccc3)[nH]n2)CC1)c1ccc2ncccc2c1 | 9%
C#CCN([C@@H](C)C(=O)OCC)S(=O)(=O)c1ccc(Br)cc1F | -9%
